High-throughput results: PubChem, National Center for Advancing Translational Sciences (NCATS)
MCF10A rerep = DNA re-replication induction in MCF 10a cells; MCF 10A DNA re-replication, Hoechst nuclear intensity, 48 h; Potency, µM (series often up to 46.1 µM), without a hit: at the highest dose activity, positive = re-replication, most hits filed as activators; actives 2.9% (n = 350,000); AID 624296; also: potency is read from the fitted curve at half-maximal effect; % of control where 0% means no effect; nearly all actives have a fitted effect of over 50% in size
ATXN viability = reduces viability in counter-screen for ATXN expression inhibitors; S2 cells (HEK-293 line with an ATXN2-luciferase reporter) viability, CellTiter-Fluor protease fluorescence, 24 h; actives 0.49% (n = 400,000); AID 651635; Potency, µM (titrated, usually from 56.7 µM), most hits filed as cytotoxic; also: potency is read from the fitted curve at half-maximal effect; nearly all actives have a fitted effect of over 40% in size
KB-V1 cytotox = KB-V1 MDR subline cytotoxicity | KB-V1 MDR cells viability, CellTiter-Glo, 72 h | Potency, µM (top dose mostly 46.1 µM), without a hit: at the highest dose activity change, negative = cytotoxicity, usual class: cytotoxic | actives 3.4% (n = 400,000) | AID 1347076; also: potency is read from the fitted curve at half-maximal effect; % is scaled to controls: 0 for no effect and ±100 for the full control effect; nearly all actives have a fitted effect of over 60% in size
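KB-V1 MDR subline cells in DMEM (phenol-red free, 10% FBS) exposed to compounds in qHTS concentration series for 72 h at 37 degrees C. Viability read by CellTiter-Glo luminescence; concentration-effect curves fitted after normalization and correction.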
KB-3-1 cytotox = KB-3-1 parental cell cytotoxicity; KB-3-1 viability, CellTiter-Glo ATP luminescence, 72 h; Potency, µM (series often up to 46.1 µM), for inactives: top-dose activity change, negative = cytotoxic, actives largely listed as cytotoxic; actives 1.4% (n = 400,000); AID 1347075; also: potency is read from the fitted curve at half-maximal effect; % is scaled to controls: 0 for no effect and ±100 for the full control effect; nearly all actives have a fitted effect of over 60% in size
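Here the drug-naive KB-3-1 line serves as comparator for MDR sub-line selectivity; cells received compound titrations, 72 h at 37 °C, then CellTiter-Glo readout.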
ATXN2 expr inh = ATXN2 expression inhibition; HEK-293 ATXN2-luciferase reporter, luminescence, 24 h; Potency, µM (series often up to 57 µM), for inactives: at the top dose activity change, negative = inhibition, hits mostly inhibitors; actives 0.72% (n = 360,000); also: potency is read from the fitted curve at half-maximal effect; % is scaled to controls: 0 for no effect and ±100 for the full control effect; nearly all actives have a fitted effect of over 55% in size
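qHTS (up to 57 uM final) was run with 24 h compound exposure of reporter cells at 37 °C. Each well was multiplexed: SteadyGlo luminescence measured ATXN2-luciferase expression after a fluorogenic Gly-Phe-AFC viability readout (25 uM final).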
SW480 rerep = DNA re-replication induction in SW480 cells; SW480 DNA re-replication, Hoechst DNA content imaging, 48 h; actives 1.8% (n = 340,000); Potency, µM (series often up to 46.1 µM), for inactives: at the top dose re-replication activation, hits mostly activators; also: potency is read from the fitted curve at half-maximal effect; % of control where 0% means no effect; nearly all actives have a fitted effect of over 55% in size
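Image-based read-out: total Hoechst fluorescence of nuclei (405 nm excitation, 500-530 nm emission), with hits raising the fraction of high-intensity nuclei. SW480 colon cells incubated 48 hr with compounds at 37 C.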
HT1080 IDH1KD tx = toxicity to HT-1080 IDH1 knockdown cells (counter line) | Potency, µM (series often up to 46.1 µM), inactives show at the highest dose activity, negative = toxicity, usual class: cytotoxic | HT-1080 IDH1 knockdown viability, ATP luminescence, 48 h | AID 686971 | actives 2% (n = 360,000);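 also: potency is read from the fitted curve at half-maximal effect; 0% = DMSO wells and -100% = cell-free medium wells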
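HT-1080-IDH1KD cells (IDH1 knocked down), 750/well in RPMI with 5% FBS, treated with compound 48 h at 37 degrees C. Viability by CellTiter-Glo luminescence, normalised to DMSO and no-cell wells; concentration-response curves classed.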
IL1B secr inh = inhibitors of inflammasome signaling (IL-1 beta secretion); THP-1 LPS/ATP IL-1B secretion, AlphaLISA, 16 h; stronger effect = lower value; activity change, % at 57.5 µM; actives 4.7% (n = 360,000); in the data active = activity change below about -50%; inconclusive = mostly about -30% to -49%; also: % is scaled to controls: 0 for no effect and ±100 for the full control effect
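Secreted IL-1B measured by AlphaLISA bead assay after 16 h compound exposure of THP-1 cells; compounds (final up to 57.5 uM) added 1 h before LPS (250 ng/mL) and ATP (1.25 mM) stimulation; lower signal means less secretion.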
HT1080-NT tox = kills 2HG-producing HT-1080-NT fibrosarcoma cells; HT-1080-NT fibrosarcoma viability, CellTiter-Glo ATP luminescence, 48 h; Potency, µM (top dose mostly 46.1 µM), without a hit: top-dose activity, negative = less viability, usual class: cytotoxic; actives 1.6% (n = 360,000);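 also: NT is the 2HG producing partner of a matched IDH1 knockdown line; potency is read from the fitted curve at half-maximal effect; 0% = DMSO-treated cells and -100% = media-only wells without cells; nearly all actives have a fitted effect of over 55% in size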
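HT-1080-NT fibrosarcoma cells (2HG-overproducing), 750 cells/well in RPMI with 5% FBS, dosed after 2 h and incubated 48 h at 37C. CellTiter-Glo luminescence normalized to DMSO and no-cell wells; concentration-response curves fitted and classed.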
* = called active by the depositor; i = inactive; ? = inconclusive; . = not tested or not shown; & = joins results of further samples; [ ] = remark or other dose. Unless noted, calls follow the shape of the dose curve; as a rule, active = well fitted curve in the direction sought with a large enough effect; inconclusive = small, poorly fitted or top-dose-only effect, or another doubt; inactive = no such curve, though single readings can be large; an effect the other way counts as inactive or inconclusive.

molecule,MCF10A rerep,ATXN viability,KB-V1 cytotox,KB-3-1 cytotox,ATXN2 expr inh,SW480 rerep,HT1080 IDH1KD tx,IL1B secr inh,HT1080-NT tox
CCOC(=O)c1cc2c(=O)n3ccccc3nc2n(CCCOC)c1=NC(=O)c1c(-c2c(F)cccc2Cl)noc1C,.,i,-25%,12%,13%,.,.,.,.
O=C(O)/C=C/c1nc(-c2ccccc2)n2ccccc12,0%,.,6%,9%,0%,6%,15%,11,0%
O=C(CSc1ccc2nnc(-c3ccccn3)n2n1)Nc1cccc(F)c1,-1%,i,8%,16%,4%,-11%,1%,0,8%
Cc1ccc2c(c1)Oc1ccc(NC(=O)CCl)cc1C(=O)N2,5.8µM*,10µM*,9.2µM*,5.8µM*,?,2.3µM*,2.9µM*,-100*,3.7µM*
CC(=O)Nc1cnc(-c2cc(C)c(O)c(C)c2)cn1,.,i,-1%,0%,70%[activator],.,-21%,2,-7%
O=C(COC(=O)CNC(=O)c1ccco1)Nc1ncc(Cl)cc1Cl,2%,i,4%,-6%,4%,-40%[inhibitor],11%,-6,2%[9.24 µM]
COc1ccccc1C(=O)COC(=O)c1cccc(-n2cnnn2)c1,0%,i,0%,3%,.,-2%,7%,24,14%
Clc1ccc2c(c1)[C@H]1OCC[C@H]1[C@@H](c1ccco1)N2,-2%,i,-18%,-26%,45%[activator],-3%,-8%,-17,-4%
O=C(NC(=S)Nc1ccccc1Br)C1CCCC1,3%,i,-9%,-5%,109%[activator],0%,6%,3,5%
CC1CCN(C(=O)CSc2nnc(Cc3cc(=O)[nH]c(=O)[nH]3)n2-c2ccc(Cl)cc2)CC1,1%,i,22%&-9%,0%&6%,8%,-6%,18%,-3,10%
CCNC(=O)CN(CCc1ccccc1)S(C)(=O)=O,-8%,i,16%,8%,0%,-4%,9%,16,4%
CC(=O)N1CCN(S(=O)(=O)c2cccc(C(=O)Nc3cc(C(F)(F)F)ccc3N3CCOCC3)c2)CC1,-4%,i,?,2%,-4%,-26%,17%,i,1%
CC(C)(C)OC(=O)N(CCc1ccccc1)Cc1ccc(OCc2cccc(NC(=O)/C=C/c3ccccc3)c2)cc1,4%,i,0%,0%,4%,-19%,4%,-7,1%
O=C1[C@H]2[C@@H](C(=O)N1c1cccc3ccccc13)C1(C(=O)c3ccccc3C1=O)N1CCC[C@@H]21,7%,i,13%,22%,18%,20%,12%,15,9%
CCCCN1C[C@H](c2ccc(OC)cc2)[C@@H](CC(=O)Nc2ccc(OC)cc2)C1=O,.,?,-6%,24%,4%,.,2%,-11,-8%
CCNC(=O)COC(=O)CCC(=O)c1ccc(F)cc1,-4%,i,5%,-13%,-8%,-4%,3%,18,2%
CCCCCCOC(=O)c1ccc(NC(=O)c2cc(OC)c(OC)c(OC)c2Br)cc1,12%,i,-13%,-17%,-15%,15%,-16%,-14,-16%
CCSc1cnnc2ccccc12,-30%,i,-4%,5%,9%,-10%,0%,-12,2%
CC(=O)Nc1ccc(NC(=O)CSc2nnc(NC(=O)C3CC(=O)N(c4ccc(F)cc4)C3)s2)cc1 (centres undefined),7%,i,2%,?,-8%,-4%,12%,i,1%
O=C(CN1C(=O)CSc2ncccc21)Nc1cccc(Cl)c1,?,i,4%,-16%,-18%,?,0%,-23,-17%
O=c1nc2s/c(=C\c3ccco3)c(=O)n2nc1Cc1ccc(F)cc1,430%[0.0737 µM],i,-5%,4%,4%,7%,-7%,-1,1%
COCCCNC(=S)N/N=C/c1ccc(N(C)C)cc1,-33%[inhibitor],i,-16%,10%,-1%,-80%[inhibitor],21%,-8,10%
CC(C)(C)c1ccc(/C=C/C(=O)O)s1,17%,i,-3%,22%,96%[activator],19%,1%,3,-1%
CCN1C(=O)c2cccc3c(S(=O)(=O)N(C(=O)c4cccnc4)c4ccc(OC)cc4)ccc1c23,?,i,0%,0%,4%,?,?,39,?
COc1ccccc1-c1noc(-c2ccc(NCc3ccccc3)c([N+](=O)[O-])c2)n1,.,i,26%,-1%,14%,.,.,.,.
O=C(CN1CCCC1)N1c2ccccc2Sc2ccc(Cl)cc21,3%,i,10%,1%,.,-3%,1%,-20,-21%
CCN(CC)C(=O)C(C)OC(=O)COc1ccc(Cl)cc1C (centres undefined),-1%,i,11%,?,-7%,-1%,1%,-21,14%
CC(C)CCNC(=O)C1CCC(Cn2c(=O)c3sccc3n(CC(=O)NC(C)C)c2=O)CC1 (centres undefined),.,i,-13%,8%,0%,.,.,.,.
Cc1ccc(-c2cc(NC(=O)CSc3n[nH]c(N)n3)n(-c3ccccc3)n2)cc1,6%,i,?,7%,8%,0%,-25%,-23,-30%
O=[N+]([O-])c1ccc(-c2nnc(CNC3CCCC3)o2)cc1,1%,i,-27%,13%,2%,-2%,8%,11,9%
CCCOc1ccccc1N/C(N)=N/c1nc(C)cc(C)n1,14%,i,-25%,-1%,-28%[11.3 µM],-3%,0%,-18,1%
O=C(CCSc1ccccc1)NC(=O)COC(=O)C1CCCCC1,-1%,i,4%,10%,1%[11.3 µM],3%,1%,10,-3%
CC1CN(S(=O)(=O)c2ccc(C(=O)Nc3nncs3)cc2)CC(C)O1 (centres undefined),2%,i,.,.,-2%,-3%,0%,-1,0%
CCn1cc(CNC(=O)c2cccc([N+](=O)[O-])c2)cn1,-9%,i,-14%,1%,1%,-10%,16%,6,15%
CCc1cc(C(=O)OC)c(NC(=O)c2cc(Br)cs2)s1,143%,i,16µM*,11%,-2%,13%,0%,3,14%
COc1ccc(NC(=O)COC(=O)CCCC2=NS(=O)(=O)c3ccccc3N2)cc1,0%,i,28%,16%,5%,-15%,9%,14,8%
CCOC(=O)C1=C(N)OC(CCl)=C(C#N)C1c1ccsc1 (centres undefined),2%,i,30%,6%,36%,6%,2%,-2,4%
NC(=O)c1ccccc1NC(=O)Nc1cccc2ccccc12,-3%,i,7%,2%,.,1%,-5%,-11,-14%
O=C(Nc1ccccc1)N1CCC(C(=O)N2CCN(Cc3ccccc3)CC2)CC1,3%,i,?,-12%,6%,-5%,0%,-1,-3%
CCn1cc2nc(SCC(=O)Nc3ccccc3F)n(Cc3ccccc3)c(=O)c2n1,-1%,?,-5%,-6%,.,-7%,-5%,-18,3%
O=C1[C@H]2CCC=C[C@H]2[C@H](c2cccc(Br)c2)N1Cc1ccccc1,?,i,-22%,-10%,-10%,?,-9%,14,-13%
CC(C(=O)N1CCCc2ccccc21)N1C(=O)c2ccccc2C1=O (centres undefined),-1%,i,-3%,4%,6%,1%,18%,21,14%
CCCCOC(=O)CCN1C(=O)/C(=C2\SC(=S)N(CCC(=O)OCCCC)C2=O)SC1=S,1%,i,6%,2%,-5%,0%,-1%,9,-5%
CCC(C)(C)n1nnnc1C(c1ccc(C)cc1)N1CCC(C)CC1 (centres undefined),4%,i,?,-5%,-8%,-1%,-22%,-5,-27%
Cc1cc(NC(=O)CSc2nc(=O)n3cc(Cl)ccc3n2)no1,2%,i,?,-22%,1%,-469%[inhibitor],1%,8,6%
Cc1ccc([C@H]2C[C@H](n3cc(-c4ccc(F)cc4)nn3)[C@@H](O)CN2C(=O)C2CCCCC2)cc1,.,i,-29%,-13%,-2%,.,?,-7,-17%
C/C(=N\OCC(=O)OCC(=O)NCc1ccccc1)c1ccc2c(c1)OCO2,?,i,-4%,7%,0%,0%,-5%,3,?
CC(=O)Nc1cccc(Nc2nc(-c3cccs3)nc3ccccc23)c1,?,i,?,-14%,-37%,?,?,-66*,?
CCOc1ccccc1NC(=O)CSc1nc(=O)n(CCCN2CCOCC2)c2c1CCCC2,4%,i,-12%,5%,-1%,-4%,8%,-4,12%
CCc1ccc2cc(F)cc(F)c2n1,.,i,0%,0%,11%,.,22%,-5,27%

Additional results follow:
molecule,MCF10A rerep,ATXN viability,KB-V1 cytotox,KB-3-1 cytotox,ATXN2 expr inh,SW480 rerep,HT1080 IDH1KD tx,IL1B secr inh,HT1080-NT tox
COc1ccc(NC2=CC(=O)CC(C)(C)C2)cc1OC,-12%,i,0%,-1%,0%,3%,?,-13,2%
CCOC(=O)C1CCN(CC(O)COCc2cccs2)CC1 (centres undefined),0%,i,0%,-5%,-2%,-1%,-1%,8,10%
Cc1cc(OC(=O)c2cccc(Cl)c2)c([N+](=O)[O-])c(=O)[nH]1,-11%,i,-10%,8%,.,-13%,0%,-13,-3%
O=C(Nc1ccccc1)c1ccc(Nc2c([N+](=O)[O-])cc([N+](=O)[O-])c3ccccc23)cc1,2%,i,-28%,?,-22%,-8%,-21%,7,-13%
COc1ccc(S(=O)(=O)NCC2CCCN(C(=O)c3occc3C)C2)cc1 (centres undefined),0%,i,0%,8%,5%[11.3 µM],-8%,-1%,21,2%
